# INS-1E GSIS act: primary screen for activators of insulin secretion dependent on glucose, INS-1E cells, GLuc reporter luminescence; INS-1E GLuc reporter insulin secretion, 2-3 h; 0.61% of 370,000 active; activation, % at 16.6 µM;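 active = lowest replicate activation of at least 40%, so every replicate reaches that level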;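 note: 0% = median of neutral control wells and 100% = median of IBMX positive control wells; some compounds called inactive have numbers as strong as hits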
# FN deposition inh: fibronectin deposition inhibition; inhibition, % at 12.6 µM; AID 743247; 0.086% of 350,000 active; AH1F fibroblasts, Alexa488-fibronectin deposition fluorescence, overnight;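 active = mean inhibition across replicates of 30% or more, regardless of how many single replicates reach that level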;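 note: positive control wells lacked labelled fibronectin entirely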
#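 Material – AH1F fibroblast monolayer, labelled fibronectin deposition · Reagent – labelled fibronectin 24 nM · Timing – 1 h adhesion, overnight exposure · Measured by – fluorescence at 485 nm excitation, 525 nm emission · Read-out – inhibition of fibronectin deposition signal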
# An asterisk follows results filed as active. An excerpt; the hit share may differ from the screen's.
SMILES,INS-1E GSIS act,FN deposition inh
CCc1ccc(CNCc2ccc(F)cc2)cc1,21,-3
Cc1ccccc1OCC(=O)OCC(=O)NCc1cccs1,11,1
CCCCc1cc2c(s1)CCCC/C2=N/O,13,8
COc1ccc(-c2nn(-c3ccccc3)cc2/C=N/NC(=O)c2cccc(S(=O)(=O)Nc3ccccc3Cl)c2)cc1,0,-9
CSc1nnc(-c2cc[n+](C)cc2)n1CCO,7,6
CCC(=O)N/N=C(\C)CC(=O)Nc1ccccc1-c1ccccc1,-23,2
Cc1ccc(Nc2nnc(SCC(=O)Nc3cccc(S(=O)(=O)NC4=NCCCCC4)c3)s2)c(C)c1,-11,12
O=C(CSc1nnc2ncccn12)N1CCCCCC1,5,-1
CC(C)CN=C(NS(=O)(=O)c1ccccc1)C(Cl)(Cl)Cl,-6,2
CCOC(=O)CSc1nc2c(sc(=S)n2-c2ccccc2)c(=O)[nH]1,-13,0
O=C1C=C(c2ccccc2)CC(/C=C/c2ccccc2)C1 (centres undefined),-13,3
Cc1ccc(NC(=S)NCc2ccccc2Cl)c(C)c1,-2,2
S=c1[nH]nc(-c2ccco2)n1/N=C/c1cccc(Cl)c1Cl,2,-10
COc1ccc(C)cc1S(=O)(=O)N1CCC(C(=O)N2CCN(C)CC2)CC1,16,2
CCOc1ccc(NC(=O)N2CCC(c3ccc(C)cc3)C2)cc1 (centres undefined),-24,-4
CC(C)[C@H](C)NC(=O)N(C)C[C@H]1OCc2ccccc2-c2ccccc2C(=O)N([C@@H](C)CO)C[C@H]1C,11,-4
O=[N+]([O-])c1ccc(Nc2ccccc2)nc1,2,-1
O=S(=O)(c1ccc(F)cc1)c1nc(-c2ccco2)oc1Nc1ccc(F)cc1,-2,-7
CC(=O)Nc1ccc2c(c1)C(=O)N(C)C[C@@H](C)[C@@H](CN(C)C(C)=O)O2,-6,-3
COc1ccc(C2SCCN2C(=S)Nc2cccc(Cl)c2)cc1 (centres undefined),-13,-10
COc1cccc(S(=O)(=O)NCc2ccc(C(=O)Nc3ccc(Cl)cc3)cc2)c1,14,-10
C[C@@H]1CN(C)C(=O)Cc2cc(N)ccc2O[C@H]1CN(C)S(C)(=O)=O,-7,2
CCOC(=O)C1=C(C)NC(=O)NC1c1ccc(NC(C)=O)cc1 (centres undefined),6,-12
COc1ccc2c3c(n(C)c2c1)[C@H](CO)N(C(=O)Nc1ccc(F)cc1)CC31CN(S(=O)(=O)c2cn(C)cn2)C1,-17,4
CCOc1ccc(-n2c(SCc3ccc([N+](=O)[O-])cc3)nnc2-c2ccc(OC)cc2)cc1,-19,4
COc1ccc(OC2C(=O)N(Cc3ccc(F)cc3)C2c2cc(OC)c(OC)c(OC)c2)cc1 (centres undefined),4,-3
COc1nc(OC)nc(Oc2ccc(Cl)cc2[N+](=O)[O-])n1,59,-2
CC(=O)/C(=N\Nc1ccccc1)Sc1nnc(-c2ccccc2)n1-c1ccccc1,-16,4
CC(C)CN(C(=O)CN1CCN(c2ccccc2O)CC1)c1c(N)n(CC(C)C)c(=O)[nH]c1=O,11,-2
Cc1cccc(C)c1NC(=O)CSc1ccc([N+](=O)[O-])cn1,5,4
CC[C@H]1C/C=C\C[C@H](CC)NC(=O)[C@H](C)CC(=O)N1,2,0
Oc1ccccc1N=Cc1sc2ccccc2c1Cl,0,-8
CC1CCN(S(=O)(=O)c2ccc(C(=O)Nc3nnc(-c4ccccn4)o3)cc2)CC1,-6,11
CCCCc1nnc(NC(=O)C2CCCO2)s1 (centres undefined),12,-1
COCC(=O)N1CC2(CN(S(C)(=O)=O)C2)c2c(n(C)c3cc(OC)ccc23)[C@H]1CO,4,-3
COc1ccc(CN(C)CC(=O)NC(=O)NCc2ccccc2)c(OC)c1,10,0
Cn1c(NC(=O)C[n+]2cc(-c3ccc(Cl)c(Cl)c3)n3c2CCC3)cc(=O)n(C)c1=O,-7,6
Cc1ccc(-c2csc(N(CC3CCCO3)C(=O)c3ccco3)n2)cc1 (centres undefined),9,-3
O=C(NCC(c1ccco1)N1CCN(c2ccccc2F)CC1)OCc1ccccc1 (centres undefined),-6,4
COc1cc(/C=C/C(=O)OCC(=O)NCc2cccs2)ccc1OCC#N,35,-4
COc1ccc(N2CCN(C(CNC(=O)C(=O)NCCc3c[nH]c4ccccc34)c3ccco3)CC2)cc1 (centres undefined),16,8
CN(C)S(=O)(=O)c1cccc(NC(=O)COC(=O)/C=C/c2ccco2)c1,-7,-5
O=S(=O)([O-])CCC[n+]1c(SCCCS(=O)(=O)O)sc2ccc(Cl)cc21,-7,1
CC12COC3(C(=O)NCCc4ccccc4)CC1CCC32C (centres undefined),1,5
O=C(c1ccc(F)cc1)N1CC[C@@H]2[C@@H](CO)Nc3ccc(C#CC4CC4)cc3[C@@H]21,2,-28
CC(C)NC(=O)N(C)C[C@H]1Oc2ccccc2C(=O)N(C)C[C@@H]1C,11,0
COC(=O)c1sc2nc(CN3CCN(c4ccc(OC)cc4)CC3)[nH]c(=O)c2c1C,-9,2
Cn1cc(C(=O)NC2CCCCCC2)c(=O)c2cc(S(=O)(=O)N3CCCC3)ccc21,2,-2
O=C(/C=C/c1cccc(Br)c1)NCC1CCCCC1,-22,6
CC(C)C(=O)Nc1cccc(NC(=O)c2cccc(Br)c2)c1,-16,-17
# Further structures follow.
SMILES,INS-1E GSIS act,FN deposition inh
O=C(c1cccc([N+](=O)[O-])c1)N1CCN(c2cccc(Cl)c2)CC1,-8,9
O=C1N[C@@H](Cc2ccccc2)COCc2cn(nn2)CC[C@@H]1Cc1ccc(Cl)cc1,5,0
Fc1cccc2sc(Nc3nc4cc5c(cc4s3)OCCO5)nc12,-5,7
CCOc1cc(C(=S)N2CCOCC2)ccc1OS(=O)(=O)c1ccccc1[N+](=O)[O-],1,1
NC(=O)CN1C(=O)C(O)(CC(=O)/C=C\C=C\c2ccccc2)c2ccccc21 (centres undefined),18,-3
COc1ccc2c3c([nH]c2c1)[C@@H](CO)N(Cc1ccccn1)CC31CN(C(=O)CC2CC2)C1,18,0
O=C(NCC1CCCO1)C(c1cccs1)N(C(=O)c1ccc(-c2ccccc2)[nH]1)C1CCCC1 (centres undefined),-32,6
Cc1ccc(N=Cc2cc3c(cc2O)OC(N)=C(C#N)C3c2ccccc2)cc1 (centres undefined),-10,-16
O=[N+]([O-])c1ccccc1/C=N/Nc1nnc(-c2ccccc2)c(-c2ccccc2)n1,-7,2
Cc1cccc(C(P(=O)(c2ccccc2)c2ccccc2)P(=O)(c2ccccc2)c2ccccc2)n1,-5,-3
Cn1c(SCC(=O)Nc2ncc(C(F)(F)F)cc2Cl)nnc1-c1ccc(Cl)cc1,8,-1
CCC(C)NCCOCCOc1ccc(Br)cc1C (centres undefined),13,3
O=C(Nc1ccccc1Sc1ccccc1)c1ccc(F)cc1,-13,-1
Cc1ccc(-c2nnc(SCC(=O)NC3CCS(=O)(=O)C3)nc2-c2ccc(C)cc2)cc1 (centres undefined),-2,-1
COc1ccc(NC(=S)N2CCc3ccccc3C2)cc1,9,4
Cc1ccc(CNC(=O)/C=C/c2cccs2)cc1,-2,0
Cc1ccc2nc(N3CC(=O)Nc4ccccc43)nc(-c3ccccc3)c2c1,-4,11
Cc1cc(O)ccc1NC(=O)CCN1C(=O)c2ccc([N+](=O)[O-])cc2C1=O,14,-7
CCCC1=[N+](CC(=O)c2ccccc2)CCn2cccc21,-2,-3
CCc1cc(OCCOCCN(C)C)ccc1Cl,34,0
CC1(C)CC(=O)C2=C(C1)Nc1cc(C(=O)c3ccccc3)ccc1NC2c1ccccn1 (centres undefined),3,9
N#CCO/N=C(\c1ccccc1)c1ccncc1,57,2
C[C@H]1CC=CC[C@H](c2cccc(Cl)c2)NC(=O)[C@H](Cc2ccccc2)N(C)C(=O)c2ccccc2O1 (mixture of isomers),-8,-14
Cn1ncc(Cl)c1C(=O)NCc1ccc(Cl)cc1,10,0
O=C1CC(c2ccc(F)cc2)SC(N(c2ccccc2)c2ccccc2)=N1 (centres undefined),-4,-13
N#C/C(=C\c1ccncc1)c1nc2c(s1)CCCC2,13,-2
C/C(Cc1ccccc1)=N\NC(=O)CNC(=O)c1ccccc1Br,15,7
Cc1cc(C)c2nc(SC3CCOC3=O)cc(C)c2c1 (centres undefined),0,2
CCCCCOc1ccc(CSCCNC(=S)Nc2ccccc2)cc1,-24,7
CC(C)CNC(=S)NNC(=O)c1ccccc1OC(F)F,4,-6
Cc1cccc(C2C3=C(Nc4[nH]n(-c5ccccc5)c(=O)c42)c2ccccc2C3=O)c1 (centres undefined),-13,1
S=c1[nH]nc(-c2ccc3ccccc3n2)n1-c1cc(Cl)cc(Cl)c1,9,-4
CN(C)C(=O)c1cc2c(c(-c3cccc(/C=C/c4ccccc4)c3)n1)[C@H](CCO)N([S@@](=O)C(C)(C)C)C2,12,-12
CC(C)=CC(=O)OCC(=O)Nc1cc([N+](=O)[O-])ccc1F,9,2
O=C(C(=O)N1CCc2ccccc2C1)c1cn(CC(=O)N2CCCC2)c2ccccc12,-7,-1
Cc1ccc(SCC(=O)NC(=O)Nc2ccc3c(c2)OCCO3)c(C)c1,7,3
Cc1ccc(OCCn2cc(/C=C3\C(=O)NN(c4ccccc4)C3=O)c3ccccc32)cc1,18,4
CCOC(=O)Cc1csc(N/C(=N/S(=O)(=O)c2ccc(Cl)cc2)c2ccccc2)n1,-9,6
CCCCC(=O)Nc1ccc(C(=O)NNC(=O)c2cccs2)cc1,14,-2
C=CCn1c(CCNC(=O)c2cccs2)n[nH]c1=S,-1,1

# Structures listed so far that have four or more nitrogen atoms:
SMILES,INS-1E GSIS act,FN deposition inh
COc1ccc(-c2nn(-c3ccccc3)cc2/C=N/NC(=O)c2cccc(S(=O)(=O)Nc3ccccc3Cl)c2)cc1,0,-9
CSc1nnc(-c2cc[n+](C)cc2)n1CCO,7,6
Cc1ccc(Nc2nnc(SCC(=O)Nc3cccc(S(=O)(=O)NC4=NCCCCC4)c3)s2)c(C)c1,-11,12
O=C(CSc1nnc2ncccn12)N1CCCCCC1,5,-1
S=c1[nH]nc(-c2ccco2)n1/N=C/c1cccc(Cl)c1Cl,2,-10
COc1ccc2c3c(n(C)c2c1)[C@H](CO)N(C(=O)Nc1ccc(F)cc1)CC31CN(S(=O)(=O)c2cn(C)cn2)C1,-17,4
CCOc1ccc(-n2c(SCc3ccc([N+](=O)[O-])cc3)nnc2-c2ccc(OC)cc2)cc1,-19,4
COc1nc(OC)nc(Oc2ccc(Cl)cc2[N+](=O)[O-])n1,59,-2
CC(=O)/C(=N\Nc1ccccc1)Sc1nnc(-c2ccccc2)n1-c1ccccc1,-16,4
CC(C)CN(C(=O)CN1CCN(c2ccccc2O)CC1)c1c(N)n(CC(C)C)c(=O)[nH]c1=O,11,-2
CC1CCN(S(=O)(=O)c2ccc(C(=O)Nc3nnc(-c4ccccn4)o3)cc2)CC1,-6,11
Cn1c(NC(=O)C[n+]2cc(-c3ccc(Cl)c(Cl)c3)n3c2CCC3)cc(=O)n(C)c1=O,-7,6
COc1ccc(N2CCN(C(CNC(=O)C(=O)NCCc3c[nH]c4ccccc34)c3ccco3)CC2)cc1 (centres undefined),16,8
COC(=O)c1sc2nc(CN3CCN(c4ccc(OC)cc4)CC3)[nH]c(=O)c2c1C,-9,2
O=C1N[C@@H](Cc2ccccc2)COCc2cn(nn2)CC[C@@H]1Cc1ccc(Cl)cc1,5,0
COc1ccc2c3c([nH]c2c1)[C@@H](CO)N(Cc1ccccn1)CC31CN(C(=O)CC2CC2)C1,18,0
O=[N+]([O-])c1ccccc1/C=N/Nc1nnc(-c2ccccc2)c(-c2ccccc2)n1,-7,2
Cn1c(SCC(=O)Nc2ncc(C(F)(F)F)cc2Cl)nnc1-c1ccc(Cl)cc1,8,-1
Cc1ccc(-c2nnc(SCC(=O)NC3CCS(=O)(=O)C3)nc2-c2ccc(C)cc2)cc1 (centres undefined),-2,-1
Cc1ccc2nc(N3CC(=O)Nc4ccccc43)nc(-c3ccccc3)c2c1,-4,11
S=c1[nH]nc(-c2ccc3ccccc3n2)n1-c1cc(Cl)cc(Cl)c1,9,-4
C=CCn1c(CCNC(=O)c2cccs2)n[nH]c1=S,-1,1

# Screening results: PubChem BioAssay, Broad Institute
